Screening data as filed in PubChem.
AddAB inh: less growth of phage-infected E. coli with AddAB; E. coli expressing H. pylori AddAB, absorbance growth; inhibition, % at 11.9 µM; 330,000 compounds, 0.29% hits; AID 435030; in the data active = inhibition above about 12%;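 note: 0% = vehicle wells of infected cells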
Mot1-301 SUMO: blocks SUMOylation pathway, rescuing yeast Mot1-301 growth. S. cerevisiae Mot1-301 growth rescue, ATP luminescence, 38.5C; percent above DMSO median, 100 means doubled. growth rescue, % at 18.8 µM. 320,000 compounds, 1% hits. AID 2716;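 active = every valid replicate shows activation above 250% relative to neutral control wells; inactive = the rest, any valid replicate at or below 250%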;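 note: OY570 slx delta 5 strain wells were the positive control but not used for scaling; some compounds called inactive have numbers as strong as hits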
Ecoli viability: bacterial growth inhibition, counter-screen for AddAB inhibitors. E. coli V3065 growth, OD600 absorbance, 18 h. inhibition, % at 11.9 µM. 330,000 compounds, 0.27% hits. AID 449728;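 active = inhibition above the campaign's mean inhibition across all tested compounds plus 3 SD, cut at about 9.9% in these data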;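 note: uninfected addAB+ strain grown without phage in ampicillin broth; 0% = DMSO wells and 100% = ciprofloxacin 0.95 µg/ml wells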
phage Ecoli inh: E. coli growth loss with phage present. growth absorbance. inhibition, % at 11.9 µM. 360,000 compounds, 0.26% hits. AID 651602; in the data active = inhibition above about 11%
* = called active by the depositor. Some of the compounds tested. The share of hits here may be higher or lower than overall.

compound	Ecoli viability	phage Ecoli inh	AddAB inh	Mot1-301 SUMO
CC(=O)Nc1ccc(S(=O)(=O)NCC2CCC(C(=O)NCCCOC(C)C)CC2)cc1 (stereo unspecified)	-2.2	0.4	0.4	-0.7
S=C(Nc1ccccc1)N1CCN(C(=S)Nc2ccccc2)CC1	3.7	6.8	-0.3	6.0
COc1nccnc1NS(=O)(=O)c1ccc(N=Cc2c(C)[nH]n(-c3ccc(Cl)cc3)c2=O)cc1	4.7	6.5	3.2	-15.6
O=S(=O)(/N=C/c1c(O)ccc2ccccc12)c1cccs1	-1.0	2.0	2.6	41.4
Cc1nn2c(N3CCN(C(=O)c4ccco4)CC3)cc(C(C)(C)C)nc2c1-c1ccccc1	-0.2	-0.9	4.0	8.0
COc1cccc(-n2c(N)c(C#N)c3ccc([N+](=O)[O-])cc3c2=O)c1	-0.3	-1.5	3.6	-17.6
COc1cccc2[nH]c3c(N4CCN(Cc5ccc6c(c5)OCO6)CC4)ncnc3c12	0.3	1.9	1.8	-18.0
CCN(CC)S(=O)(=O)c1ccc(NC(=O)c2nc3nc(C)cc(C)n3n2)cc1	-0.2	-0.8	6.0	78.8
CCN1CCCC1CN(Cc1cc2cc(C)cc(C)c2[nH]c1=O)C(=O)Nc1ccccc1OC (stereo unspecified)	-0.5	1.2	-1.8	-8.0
O=C(Nc1ccc(Cl)cc1)Nc1ccc(Cl)c(Cl)c1	6.9	8.3	9.2	15.1
O=C(O)CSc1nnc(COc2cccc3cccnc23)n1-c1cccc(C(F)(F)F)c1	-2.1	2.7	-2.1	-7.0
O=C(O)C1CCCCC1C(=O)Nc1cc(Cl)ccc1Cl (stereo unspecified)	0.9	1.4	3.1	2.9
CC1=C(C(=O)OCc2ccccc2)C(c2ccc(Cl)cc2)NC(=O)N1CCCC(=O)O (stereo unspecified)	-2.5	2.3	3.2	-1.8
CS(=O)(=O)N1c2ccccc2[C@]2([C@@]34C[C@H]5C(=O)N[C@@H](Cc6ccccc6)C(=O)N5[C@@H]3N(S(C)(=O)=O)c3ccccc34)C[C@H]3C(=O)N[C@@H](Cc4ccccc4)C(=O)N3[C@H]12	-0.5	1.5	4.0	-2.3
CCOC(=O)c1ccc(NC(=O)c2c(NCc3ccccc3)[nH]c(=O)[nH]c2=O)cc1	0.1	2.8	2.7	6.4
CCOC(=O)C1=C(c2ccc(OC)cc2)C(=O)c2ccccc2C1=O	1.3	3.2	3.0	-0.1
O=c1c2cc(-c3ccccc3)sc2nc2n1CCC2	-0.5	3.3	2.1	-7.0
COC(=O)C1=C(C)N(Cc2cccnc2)C(=O)/C1=C\c1cccs1	-2.7	2.1	-0.8	-17.0
O=c1nc2n(Cc3ccccc3)c3ccccc3cc-2c(=O)[nH]1	0.0	3.6	2.7	9.9
CCn1c(SCC(=O)Nc2nc3ccccc3s2)nc2c(c1=O)SC(C)C2 (stereo unspecified)	1.6	1.5	0.2	-9.2
CN1CCCC1CCNc1ccc2oc3ccccc3c(=O)c2c1 (stereo unspecified)	0.6	3.1	-2.1	-6.1
Cc1ccc(S(=O)(=O)N2CCN(C(=O)Cn3nc(C(=O)O)c4ccccc4c3=O)CC2)cc1	0.8	0.1	0.5	-3.6
Cn1c(=O)c2c(nc(CN3CCN(c4ccccc4)CC3)n2CCCc2ccccc2)n(C)c1=O	0.7	-3.7	3.2	-11.1
O=C(CSc1cccc[n+]1[O-])Nc1ccc(N2CCOCC2)cc1	-0.6	0.8	0.5	-3.1
CN1CCN(Cc2c(O)ccc3cc(Br)ccc23)CC1	-1.2	4.8	3.0	176.2

A draw from above in order of number of heavy atoms, high to low:
compound	Ecoli viability	phage Ecoli inh	AddAB inh	Mot1-301 SUMO
CS(=O)(=O)N1c2ccccc2[C@]2([C@@]34C[C@H]5C(=O)N[C@@H](Cc6ccccc6)C(=O)N5[C@@H]3N(S(C)(=O)=O)c3ccccc34)C[C@H]3C(=O)N[C@@H](Cc4ccccc4)C(=O)N3[C@H]12	-0.5	1.5	4.0	-2.3
Cn1c(=O)c2c(nc(CN3CCN(c4ccccc4)CC3)n2CCCc2ccccc2)n(C)c1=O	0.7	-3.7	3.2	-11.1
CCN1CCCC1CN(Cc1cc2cc(C)cc(C)c2[nH]c1=O)C(=O)Nc1ccccc1OC (stereo unspecified)	-0.5	1.2	-1.8	-8.0
Cc1nn2c(N3CCN(C(=O)c4ccco4)CC3)cc(C(C)(C)C)nc2c1-c1ccccc1	-0.2	-0.9	4.0	8.0
O=C(O)CSc1nnc(COc2cccc3cccnc23)n1-c1cccc(C(F)(F)F)c1	-2.1	2.7	-2.1	-7.0
CC(=O)Nc1ccc(S(=O)(=O)NCC2CCC(C(=O)NCCCOC(C)C)CC2)cc1 (stereo unspecified)	-2.2	0.4	0.4	-0.7
CCOC(=O)c1ccc(NC(=O)c2c(NCc3ccccc3)[nH]c(=O)[nH]c2=O)cc1	0.1	2.8	2.7	6.4
CCN(CC)S(=O)(=O)c1ccc(NC(=O)c2nc3nc(C)cc(C)n3n2)cc1	-0.2	-0.8	6.0	78.8
CCn1c(SCC(=O)Nc2nc3ccccc3s2)nc2c(c1=O)SC(C)C2 (stereo unspecified)	1.6	1.5	0.2	-9.2
CCOC(=O)C1=C(c2ccc(OC)cc2)C(=O)c2ccccc2C1=O	1.3	3.2	3.0	-0.1
CN1CCCC1CCNc1ccc2oc3ccccc3c(=O)c2c1 (stereo unspecified)	0.6	3.1	-2.1	-6.1
O=c1nc2n(Cc3ccccc3)c3ccccc3cc-2c(=O)[nH]1	0.0	3.6	2.7	9.9
O=S(=O)(/N=C/c1c(O)ccc2ccccc12)c1cccs1	-1.0	2.0	2.6	41.4
CN1CCN(Cc2c(O)ccc3cc(Br)ccc23)CC1	-1.2	4.8	3.0	176.2
O=C(Nc1ccc(Cl)cc1)Nc1ccc(Cl)c(Cl)c1	6.9	8.3	9.2	15.1

Back to the main list; the 2 compounds before the break are reprinted first.
compound	Ecoli viability	phage Ecoli inh	AddAB inh	Mot1-301 SUMO
O=C(CSc1cccc[n+]1[O-])Nc1ccc(N2CCOCC2)cc1	-0.6	0.8	0.5	-3.1
CN1CCN(Cc2c(O)ccc3cc(Br)ccc23)CC1	-1.2	4.8	3.0	176.2
COc1ccc(OC)c(CC(NC(C)=O)C(=O)NC2CCN(c3cc(C)nc4ncnn34)CC2)c1 (stereo unspecified)	1.2	3.5	-3.0	8.8
N/C(=N\c1nc(CSc2nnnn2-c2ccccc2)cc(=O)[nH]1)Nc1ccccc1	2.0	0.7	-1.4	-11.2
O=C(Nc1ccc(-c2nnn(CC(=O)N3CCN(C(=O)c4ccco4)CC3)n2)cc1)c1ccccc1F	-3.1	6.0	0.5	-2.9
COC(=O)C1C(=O)c2c([nH]c(C(=O)OCCOC(C)C)c2C)CC1C (stereo unspecified)	-2.0	-1.0	1.4	5.2
O=C(O)c1cc(-c2ccccc2)nc2nc(N3CCCCC3)sc12	-0.1	1.9	2.3	-3.5
C/C(=N/O)c1ccc(N2C(=O)C3C4C=CC(C3C2=O)C2C3C(=O)N(c5ccc(/C(C)=N/O)cc5)C(=O)C3C42)cc1 (stereo unspecified)	-0.4	4.0	3.8	5.4
COc1cc(OC)c(-c2nnc3n(CCc4ccccc4)c(=O)c4ccccc4n23)cc1OC	-0.3	4.2	0.0	3.8
COC(=O)CCC(=O)OC1(C)C(=O)C2=CN(C(CO)CO)C(c3ccc(OC)cc3)=CC2=C(Br)C1=O (stereo unspecified)	-0.5	2.5	1.6	2.5
CN(C)CCCNCC(=O)NN(c1ccccc1)c1ccccc1	0.9	-0.8	0.1	-15.3
O=C(/C=C\c1ccc2c(c1)OCO2)Nc1nnc(SCC(=O)OCc2ccccc2)s1	-0.9	0.8	1.5	10.9
Cc1ccc2c(c1)-n1c(nc3cc(C)ccc3c1=O)C(Cc1ccccc1)NC2=O (stereo unspecified)	1.6	2.6	-0.4	-12.3
Cc1cc(C(=O)CCl)c(C)n1CCc1ccccc1	1.5	3.2	2.8	3.6
Cc1cc(NC(=O)CSc2ccc(-c3ccc4c(c3)OCO4)nn2)no1	-2.3	3.0	3.6	-4.4
CC1(C)O[C@H]2OC([C@H](O)CON3C(=O)c4ccccc4C3=O)[C@H](O)[C@H]2O1 (stereo partly specified)	0.9	1.5	1.3	-0.8
Cc1ccc(S(=O)(=O)c2cc3c(=O)n4ccccc4nc3n(Cc3ccco3)c2=N)cc1C	-2.6	-0.6	-2.7	-5.1
Fc1ccc2[nH]c3c(N4CCc5ccccc5C4)ncnc3c2c1	-0.9	1.5	2.4	122.0
COc1cc(/C=N/Nc2ccccc2)ccc1OC(=O)c1cccs1	-2.5	2.8	-0.8	-6.1
COC(=O)c1ccc(C23CC4(C2)[C@H](CN(Cc2cccnc2)[C@@H]4c2ccccc2)C3c2ccc(C(F)(F)F)cc2)cc1 (stereo partly specified)	0.0	3.4	-0.2	1.0
Cc1cc(C)n(-c2nc(NCC3CCCO3)c3c4c(sc3n2)COC(C)(C)C4)n1 (stereo unspecified)	0.5	-1.3	0.5	-10.3
Cc1ccc(C(=O)NNC(=O)CSc2nnc(CNc3ccc(F)cc3)n2C)cc1	0.9	2.4	-1.1	-4.8
Cc1ccc(CNC(=O)C2c3ccccc3C(=O)N(C)C2c2c[nH]c3ccccc23)o1 (stereo unspecified)	2.2	1.0	4.1	-2.1
Cc1nnc(NC(=O)c2csc3c2CCCC3)s1	-1.1	3.3	2.0	-4.5
C#CCN(Cc1ccccc1)S(=O)(=O)C=C	0.9	1.6	-0.6	-1.4
CCn1cnc2sc(C(=O)N3CCN(Cc4ccc5c(c4)OCO5)CC3)c(C)c2c1=O	-2.0	3.4	3.2	4.0
O=C(N/N=C/c1ccc([N+](=O)[O-])cc1)c1cnccn1	0.2	5.8	6.4	-8.6

(list continues)
compound	Ecoli viability	phage Ecoli inh	AddAB inh	Mot1-301 SUMO
CCOc1cc(NC(=S)NCCOC)c(OCC)cc1NC(=O)c1cccs1	-1.2	2.5	-0.2	145.6
CC[C@]1(c2ccccc2OC)ON(c2ccccc2C(F)(F)F)C1=O	-0.5	1.3	0.4	224.7
O=c1oc2ccc([N+](=O)[O-])cc2c(N2CCOCC2)c1[N+](=O)[O-]	-0.4	4.1	3.7	-9.9
O=C(Nc1cc2c(cc1[N+](=O)[O-])OCCO2)c1cccnc1	-0.2	2.1	-0.8	3.3
COCC(=O)Nc1cc(C(=O)Nc2ccccc2)ccc1Cl	1.3	5.3	2.5	16.9
COC(=O)[C@@]1(Cc2ccc(F)cc2)[C@H]2c3cc(C(=O)N(C)C)n(Cc4ccc(OC(F)(F)F)cc4)c3C[C@H]2CN1C(=O)c1ccccc1	-1.4	1.4	0.6	-11.7
Cc1ccccc1C(=O)Oc1ccc(Sc2ccc(O)cc2)cc1	0.9	3.5	3.8	-9.2
COc1ccc(CCN=C(NS(=O)(=O)c2ccc(Cl)cc2)c2ccccc2)cc1	3.7	-0.8	1.1	-21.3
COc1ccc(C2=NOC(C(=O)NCc3cccs3)C2)cc1OC (stereo unspecified)	0.2	1.5	1.8	7.1
CCn1c(CNC(=O)c2ccccc2F)nnc1SCc1nc2ccccc2c(=O)[nH]1	1.4	2.4	5.4	519.8
O=C(CSc1nc2[nH]ncc2c(=O)[nH]1)Nc1nccs1	-1.3	1.6	-0.4	-11.5
COc1ccc([C@@H]2C[C@@H](c3ccccc3)Oc3c(C)ccc(C(C)C)c32)cc1	0.7	-0.3	1.6	11.3
O=C(O)c1ccccc1-n1ncc2c1/C(=C/c1ccc(Cl)cc1)CC2	-0.8	-2.3	0.5	-20.3
Cc1cnc(NC(=O)c2cc(S(=O)(=O)N(C)C)ccc2N2CCCC2)s1	2.8	-0.7	-0.8	-29.0
COc1ccccc1CNC(=O)c1cn(C)c2ccc(S(=O)(=O)N3CCCCC3)cc2c1=O	0.3	2.4	0.1	-7.6
N#CC(=C=[N-])c1nc2ccccc2nc1-[n+]1cccc(NC(=O)c2ccc(F)cc2)c1	-0.2	-0.4	-0.4	567.5
COc1cc2c3nnc(-c4ccccc4)c-3cn(Cc3ccccc3F)c2cc1OC	-3.3	-0.1	0.3	85.5
